# Source: PubChem
# E-selectin induc: E-selectin induction on HUVECs; P16581; 260,000 compounds, 0.37% hits; AID 686992; activation, % at 7.58 µM; HUVEC E-selectin immunofluorescence imaging; normalized: neutral wells 0, TNF-alpha wells 100;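 active = mean E-selectin-positive cell signal at least 10% of the positive control, reached in at least 60% of replicates, without over 20% cell loss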;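 note: in these data hits start at about 27%; measured in HUVEC primary endothelial cells; signal is the percent of cells scored E-selectin positive by PE staining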
# Target sequence (P16581 whole entry, looked up): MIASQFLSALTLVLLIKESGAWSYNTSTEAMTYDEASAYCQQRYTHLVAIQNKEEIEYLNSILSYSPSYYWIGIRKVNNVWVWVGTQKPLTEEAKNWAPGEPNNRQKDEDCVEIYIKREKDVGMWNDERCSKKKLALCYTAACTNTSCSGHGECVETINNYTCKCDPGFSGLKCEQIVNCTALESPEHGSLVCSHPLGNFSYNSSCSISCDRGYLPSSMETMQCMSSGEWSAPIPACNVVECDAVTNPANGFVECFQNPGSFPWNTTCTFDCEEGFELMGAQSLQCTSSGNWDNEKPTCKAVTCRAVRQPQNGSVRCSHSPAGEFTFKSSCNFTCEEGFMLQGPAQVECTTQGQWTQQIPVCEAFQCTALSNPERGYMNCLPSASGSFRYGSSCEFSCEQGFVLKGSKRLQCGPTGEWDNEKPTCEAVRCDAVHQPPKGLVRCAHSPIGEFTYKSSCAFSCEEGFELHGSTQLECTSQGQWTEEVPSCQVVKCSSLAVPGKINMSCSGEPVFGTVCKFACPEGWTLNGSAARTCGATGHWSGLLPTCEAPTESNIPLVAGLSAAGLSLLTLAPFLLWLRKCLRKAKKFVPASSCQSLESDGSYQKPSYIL
#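 assay system = HUVEC, human umbilical vein endothelial cells | input = 3,000 HUVEC seeded per well | medium = EGM-2 growth medium on 0.1% gelatin-coated wells | dosing = one compound dose added by pin transfer | signal = immunofluorescence imaging | read-out basis = % PE-positive cells | control set = TNF-alpha, DMSO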
# RAD52 inh: inhibitors of human RAD52 DNA annealing; P43351; recombinant RAD52 DNA annealing, FRET fluorescence; inhibition, % at 18.7 µM; 360,000 compounds, 0.46% hits;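 active = every replicate showing at least 50% inhibition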
# Target sequence (P43351 whole entry, looked up): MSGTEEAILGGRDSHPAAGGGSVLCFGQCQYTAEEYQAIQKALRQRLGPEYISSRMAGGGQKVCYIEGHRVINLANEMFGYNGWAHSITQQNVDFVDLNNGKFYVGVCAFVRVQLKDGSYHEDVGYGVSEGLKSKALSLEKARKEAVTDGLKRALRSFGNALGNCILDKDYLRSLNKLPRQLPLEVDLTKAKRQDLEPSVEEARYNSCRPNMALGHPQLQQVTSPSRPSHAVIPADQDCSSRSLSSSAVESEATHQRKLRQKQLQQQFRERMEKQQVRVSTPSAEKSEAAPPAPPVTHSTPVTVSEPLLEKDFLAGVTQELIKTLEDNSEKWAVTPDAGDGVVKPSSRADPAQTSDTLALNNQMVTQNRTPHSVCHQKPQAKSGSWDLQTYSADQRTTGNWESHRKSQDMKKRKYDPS
# ERAP1 inh: blocks human ERAP1 aminopeptidase activity; Q9NZ08; recombinant ERAP1, Leu-AMC fluorescence, 60 min; inhibition, % at 10.7 µM; 340,000 compounds, 0.15% hits; AID 652197;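 active = mean replicate inhibition of at least 30%, or all replicates individually reaching that 30% level; inactive = mean below 30% and not every replicate reaching it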;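 note: 0% = neutral control wells and 100% = L-leucinethiol positive control wells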
# The depositor's hits bear a star. Not all compounds are listed. The share of hits here may be higher or lower than overall.
SMILES,E-selectin induc,RAD52 inh,ERAP1 inh
CC(C)N(CCNC(=O)c1ccc(CS(=O)(=O)c2c(Cl)cccc2Cl)o1)Cc1ccccc1,-0.1,-13,-4
CN1C(=O)c2cc(NC(=O)C3CCCC3)ccc2OC[C@@H]2O[C@@H](CC(=O)NCc3ccccc3F)CC[C@@H]21,-0.1,9,4
O=C(C[C@H]1CC[C@H](NS(=O)(=O)c2ccccc2)[C@H](CO)O1)N1CCC(Cc2ccccc2)CC1,0.0,8,1
CC1=C(C(=O)OCc2ccccc2)C(c2ccc(Cl)cc2)NC(=O)N1CCCC(=O)O (stereo not drawn),-0.1,-8,-3
Cc1nc2ccc(NC(=O)N(C)c3ccccc3)cc2s1,-0.3,5,-2
NS(=O)(=O)c1ccc(CCNC(=O)NC23CC4CC(CC(C4)C2)C3)cc1,-0.5,14,1
Cc1cc2oc(=O)cc(Cn3ccnc3)c2cc1Cl,0.4,-5,2
COc1cc(/C=C/C(=O)OCC(=O)c2c[nH]c3ccccc23)ccc1OC(F)F,0.8,-45,7
CC(=O)NC1=CC(=C[N+](=O)[O-])C=C1O,0.7,-5,7
O=C(COC(=O)COc1ccccc1)NCc1ccccc1,-2.1,-14,-4
CCOC(=O)C1=C(C)NC(C)=C(C(=O)OCC)C1c1ccncc1,0.1,11,1
CC(C)C[C@@H](CN1CCC[C@H]1CN1C(=O)C(=O)NC[C@@H]1Cc1ccccc1)N1C[C@H](Cc2ccc(O)cc2)N(CC2CCCCC2)C(=O)C1=O,-0.2,5,0
COc1ccc(N2CCN(C(CNS(=O)(=O)c3ccc(C)cc3)c3ccccc3)CC2)cc1 (stereo not drawn),-0.1,-4,-7
CNC(=O)OC1CC2CC1[C@H]1CCCCN1C2=O (stereo partly drawn),0.1,0,-2
CCc1ccc(N(CC(=O)Nc2ccccc2C(=O)N2CCOCC2)S(C)(=O)=O)cc1,-0.3,-6,5
Cc1cc(C)c(NS(=O)(=O)c2ccccc2)c(C)n1,0.3,-12,-2
CCNC(=O)[C@H]1[C@H](CO)[C@H]2Cn3c(ccc(C4=CCCC4)c3=O)[C@@H]1N2S(=O)(=O)c1cn(C)cn1,-0.1,-26,-1
O=C(C=Cc1ccc(OCc2ccccc2)cc1)c1c(F)cccc1F,-0.2,-11,0
O=C(N[C@@H](Cc1cccnc1)C(=O)N1CCC[C@H]1C(=O)NC1CCCC1)c1ccccc1,-0.1,-6,1
CC(C)(C)OC(=O)N/N=C/c1ccc(Br)cc1,0.2,-18,-1
CC(=O)N1CCN(c2ccc(N3CCN(C(C)=O)[C@@H](C)C3)c(C)c2)[C@H](C)C1,-0.4,-7,3
CCOC(=O)c1c(NC(=O)CCC(=O)O)sc2c1CCCCC2,-1.5,-11,8
C=CCN=C1NC(c2ccc(C(F)(F)F)cc2)C(C(=O)OC)=C(C)N1C (stereo not drawn),0.2,-13,1
CCOC(=O)c1ccc(NC(=O)c2c(NCc3ccccc3)[nH]c(=O)[nH]c2=O)cc1,0.2,0,6
O=C(Cn1nc(C(=O)O)c2ccccc2c1=O)Nc1cccc(S(=O)(=O)N2CCCCCC2)c1,0.0,-1,1

# A different layout for some results above.
# Order of results – E-selectin induc	RAD52 inh	ERAP1 inh
> O=C(N[C@@H](Cc1cccnc1)C(=O)N1CCC[C@H]1C(=O)NC1CCCC1)c1ccccc1
→ -0.1	-6	1
> CC(C)(C)OC(=O)N/N=C/c1ccc(Br)cc1
→ 0.2	-18	-1
> CC(=O)N1CCN(c2ccc(N3CCN(C(C)=O)[C@@H](C)C3)c(C)c2)[C@H](C)C1
→ -0.4	-7	3
> CCOC(=O)c1c(NC(=O)CCC(=O)O)sc2c1CCCCC2
→ -1.5	-11	8
> C=CCN=C1NC(c2ccc(C(F)(F)F)cc2)C(C(=O)OC)=C(C)N1C (stereo not drawn)
→ 0.2	-13	1
> CCOC(=O)c1ccc(NC(=O)c2c(NCc3ccccc3)[nH]c(=O)[nH]c2=O)cc1
→ 0.2	0	6

# Next records follow.
SMILES,E-selectin induc,RAD52 inh,ERAP1 inh
C/C(=N\NC(=O)c1cccc(S(=O)(=O)N2CCOCC2)c1)c1ccc(OC(F)F)cc1,0.1,-8,-5
CN1CCCN(Cc2nc(-c3cccc(C(F)(F)F)c3)no2)CC1,-0.1,-9,0
COC(=O)c1c(N2C(=O)Nc3ccccc3N2O)sc2c1CCCC2,-0.4,-16,-26
CC(C)(C)NC(=O)C(c1ccnc2ccccc12)n1c(=O)c(-c2ccccc2)nc2ccccc21 (stereo not drawn),0.1,-12,0
CS(=O)(=O)N1c2ccccc2[C@]2([C@@]34C[C@H]5C(=O)N[C@@H](Cc6ccccc6)C(=O)N5[C@@H]3N(S(C)(=O)=O)c3ccccc34)C[C@H]3C(=O)N[C@@H](Cc4ccccc4)C(=O)N3[C@H]12,-0.3,-11,0
CC12CCC3(CC1CCC1OC12)OCCO3 (stereo not drawn),-0.1,-9,2
Nc1nc2ccc(Cl)cc2cc1C(=O)NCCc1ccc(Cl)cc1Cl,-0.2,-12,0
COc1ccc(N2CC(C(=O)N[C@@H](CC(C)C)C(=O)NC3CCCC3)CC2=O)cc1 (stereo partly drawn),0.5,-2,-1
Cc1ccc(C#N)c(SCc2ccccc2[N+](=O)[O-])n1,-1.9,10,-1
CC(C)[C@H](NC(=O)Nc1cccc(Br)c1)C(=O)O,1.6,-10,-3
COc1cc(Nc2ncnc(N)n2)cc(OC)c1,0.4,-10,5
CCN(C(=O)COC(=O)c1oc2ccc(OC)cc2c1C)C1CCCCC1,0.4,-10,2
Cc1ccc(NC(=S)N(Cc2cccs2)Cc2cc3cc(C)ccc3[nH]c2=O)cc1,-1.6,-13,1
COC(=O)[C@]12C[C@H](CC(=O)N3CCOCC3)C(=O)N(Cc3ccc4c(c3)OCO4)C1=C[C@H](C(C)(C)C)O[C@@H]2C,0.6,-10,1
O=C(Nc1ccccc1Cc1ccccc1)c1oc2ccccc2c1COc1ccccc1,0.4,5,-2
O=C(NCc1ccccc1)C(c1ccc(-c2ccccc2)cc1)n1c(=O)c(-c2ccco2)nc2ccccc21 (stereo not drawn),2.6,-44,-6
Nc1nc2c(ncn2[C@@H]2O[C@H](C(=O)N[C@H](Cc3ccccc3)C(=O)NCC3CCCCC3)[C@@H](O)[C@H]2O)c(=O)[nH]1,-0.3,2,2
COC(=O)c1cccc(-n2c(C)cc(C=O)c2C)c1,-0.2,-13,-2
COc1cccc(CNC(=O)[C@H]2CCCN2C(=O)[C@H]2CCCN2C(=O)c2cccc(F)c2)c1,-0.1,-15,0
COC(=O)c1sccc1NC(=S)OC,-0.8,-12,6
Oc1ccccc1-c1n[nH]c(-c2ccccc2O)n1,-0.1,-10,2
CC1CN(C(=O)COC(=O)c2ccc(N(C)C)cc2)CC(C)O1 (stereo not drawn),6.9,-19,4
COc1ccccc1S(=O)(=O)N[C@H]1CC[C@H](CCn2cc(C3CCCC3)nn2)O[C@H]1CO,-0.1,11,0
CCOC(=O)c1ccc(NC(=S)N(CCN2CCCCCC2)Cc2ccco2)cc1,5.7,-52,-3
OCCN1CCN(C(=S)NC2CCCC2)CC1,-1.0,3,18

# Single records (already shown). Values in the order: E-selectin induc	RAD52 inh	ERAP1 inh
# CC1=C(C(=O)OCc2ccccc2)C(c2ccc(Cl)cc2)NC(=O)N1CCCC(=O)O (stereo not drawn) as listed: -0.1	-8	-3
# OCCN1CCN(C(=S)NC2CCCC2)CC1 as listed: -1.0	3	18

# (next part)
SMILES,E-selectin induc,RAD52 inh,ERAP1 inh
C=CCC1(CC=C)CCCN1C(=O)C1CCC(=O)N(Cc2ccc(Cl)cc2)C1 (stereo not drawn),-0.4,-4,4
O=C(c1ccc2c3c(cccc13)CC2)C1CCCN(Cc2ccc(OCCO)cc2)C1 (stereo not drawn),-0.2,33,-17
CC(C)NC(=O)C1C(c2ccc(C(F)(F)F)cc2)=Nc2ccccc2N1C(=O)c1cc2ccccc2[nH]1 (stereo not drawn),0.1,-19,-5
CC(C)C[C@H]1COc2cc(Br)ccc2S(=O)(=O)N1Cc1ccc(Cl)cc1,-0.1,-2,-1
COc1ccccc1OCCNC(=O)c1cc(=O)[nH]c2ccccc12,-0.2,6,0
COC(=O)[C@]12CCCCC=C1N(CCC1=CCCCC1)C(=O)[C@H](CC(=O)NCCCCc1ccccc1)C2,1.2,-3,-3
C=CCC1(CC=C)CCCN1C(=O)CC1C(=O)NCCN1Cc1ccc(OC)c(OC)c1 (stereo not drawn),-0.1,-8,-1
O=S1(=O)CC(N2CC=CC2)CN1Cc1cn(Cc2cccc(Cl)c2)nn1 (stereo not drawn),0.1,-11,2
CCC(C)C(=O)Nc1ccc(OC)cc1[N+](=O)[O-] (stereo not drawn),-3.2,-6,0
NS(=O)(=O)c1ccc(CCNC(=O)C2CCC(Cn3c(=S)[nH]c4ccccc4c3=O)CC2)cc1 (stereo not drawn),-1.0,9,4
O=S(=O)(c1ccccc1)N1CC2CC(Br)C(Br)CC21 (stereo not drawn),1.3,-7,0
COc1cccc(CNC(=O)[C@H]2CCCN2C(=O)[C@H]2CCCN2S(=O)(=O)c2cccc(C)c2)c1,1.6,-6,-1
CCCCN1C(=O)C(CC(=O)NCc2cccc3ccccc23)CC(C(=O)N(C(C)C)C(C)C)=C1C (stereo not drawn),0.0,-18,-3
COc1ccc2c3c(n(C)c2c1)[C@@H](CO)N(C(=O)C1CC1)CC31CN(C(=O)CN(C)C)C1,-0.3,-18,1
N#CC(=C1C=CC(=NO)C(Cl)=C1)c1ccc(Cl)cc1,0.0,0,2
Cc1ccc(C)c(NC(=O)C(c2ccccc2)N2CCN(CC(=O)NC3CC3)CC2)c1 (stereo not drawn),0.0,-18,-2
Cc1cccc(C)c1NC(=O)C1(C)CSCC(=O)N1CCCn1ccnc1 (stereo not drawn),0.7,-9,0
Cc1csc(Nc2cccc3ccccc23)n1,0.1,-19,0
COCCCN1C(=O)C(CC(=O)NCCc2ccccn2)CC(C(=O)N2CCCCCC2)=C1C (stereo not drawn),0.0,-11,-2
COC(=O)C1=CN(c2c(C)cc(C)cc2C)C(N)=C(C#N)C1c1ccccc1 (stereo not drawn),-0.2,-37,-1
CC=C1OC(n2cnc3c(N)ncnc32)C(O)C1O (stereo not drawn),0.1,-1,1
O=C(c1cccc(N2C(=O)C3C4C=CC(C4)C3C2=O)c1)N1CCN(c2ccccc2)CC1 (stereo not drawn),12,-10,2
O=C(CCNS(=O)(=O)c1ccccc1)OCC(=O)c1ccc(Br)cc1,-0.3,-12,0
O=C(O)c1ccccc1C(=O)Nc1ccc(Br)c(C(F)(F)F)c1,3.5,2,-4
CC(=O)Nc1ccc(CN2CCCC(CO)(Cc3ccccc3C)C2)cc1 (stereo not drawn),0.8,-23,-2
SMILES,E-selectin induc,RAD52 inh,ERAP1 inh
Cc1[nH]c2ccccc2c1/C=N/Nc1nncn1N,0.0,2,-1
CN(C(=O)c1coc(=O)c2ccccc12)c1ccccc1Cl,0.4,4,-3
O=C(O)COc1ccccc1/C=N/Nc1ccc(S(=O)(=O)Nc2ccc(Cl)cc2)cc1[N+](=O)[O-],3.1,-2,10
CC(Oc1ccc(Cl)cc1Cl)C(=O)NNC(=O)c1ccncc1 (stereo not drawn),-0.2,-6,-1
COc1ccc(NC(=O)CN(C)C(=O)CCCNC(=O)c2ccc(Cl)cc2)cc1,-0.4,5,1
O=C(c1cccnc1)c1cccnc1,-0.8,-14,-6
CCOc1ccc(NC(=O)CN2C(=O)NC(CCc3ccccc3)C2=O)cc1OCC (stereo not drawn),-0.1,-10,0
COC(=O)CCCC[C@@H]1O[C@H](CCc2ccccc2)Cc2[nH][nH]c(=O)c21,0.0,4,0
CN1/C(=C/C=N/NC(=O)c2ccc([N+](=O)[O-])cc2)C(C)(C)c2ccccc21,-0.1,-101,-1
COCC(=O)N1CCC2(CC1)CN(Cc1cccc(F)c1)[C@@H](CO)c1c2c2ccc(OC)cc2n1C,-0.3,-200,6
COc1ccccc1CNC(=O)C1(C)Oc2cccnc2NC1=O (stereo not drawn),4.2,-18,5
O=C(NNC(=S)Nc1ccccc1C(F)(F)F)c1ccc(Br)o1,0.1,-17,-2
O=C(Cc1ccccc1[N+](=O)[O-])Nc1ccccc1C(=O)N1CCOCC1,0.0,5,-2
O=C(C[n+]1cn(C(F)F)c2ccccc21)c1ccc(OC(F)F)cc1,0.0,-20,5
O=NN(Cc1cccnc1)C(=O)NC1CCCCC1,0.1,-2,1
Cc1ccccc1-c1nnc(SCC(=O)N(C)c2c(N)n(Cc3ccccc3)c(=O)[nH]c2=O)n1C,-0.3,-9,-9
CN1CCCCC(NC(=O)c2cccs2)C1=O (stereo not drawn),0.5,-23,-3
COC(=O)c1sc(NC(=O)OCc2ccccc2)nc1CCNC(=O)OC(C)(C)C,0.0,-13,-2
COc1ccc(N2CC(NC(=O)NC(C)(C)C)CC2=O)cc1 (stereo not drawn),-3.2,-2,-2
COc1ccc(OC)c(/C=C/C(=O)OCC(=O)NCc2ccccc2)c1,0.7,9,2
COC(=O)c1ccc(COc2cccc3c2CCN(Cc2cccc(C)c2)C3=O)o1,-0.1,16,10
COc1ccc(C(=O)C2=NN(C(C)=O)CC2c2ccco2)cc1 (stereo not drawn),-0.2,-46,5

# Grouped by structure: those above with a cyano group.
SMILES,E-selectin induc,RAD52 inh,ERAP1 inh
Cc1ccc(C#N)c(SCc2ccccc2[N+](=O)[O-])n1,-1.9,10,-1
N#CC(=C1C=CC(=NO)C(Cl)=C1)c1ccc(Cl)cc1,0.0,0,2
COC(=O)C1=CN(c2c(C)cc(C)cc2C)C(N)=C(C#N)C1c1ccccc1 (stereo not drawn),-0.2,-37,-1
